Assay outcomes from PubChem BioAssay.
Pf Dd2 inh: Plasmodium falciparum Dd2 growth inhibition | P. falciparum Dd2 growth, SYBR Green, 72 h | Potency, µM (series often up to 28.9 µM), for inactives: at the highest dose activity, negative = inhibition, usual class: inhibitors | actives 4.3% (n = 120,000) | AID 1347417; active = well fitted inhibition curve with a large enough effect; inconclusive = small, poorly fitted or top-dose-only effect; inactive = no such curve, though single readings can be large or run the other way;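 also: plate controls were DMSO vehicle for no effect and reference drug for full effect; nearly all actives have a fitted effect of over 65% in size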
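Infected erythrocytes (Dd2, 0.3% parasitemia, 2.5% hematocrit final) are added to compound in RPMI-1640/Albumax II medium, grown 72 h at 37C in low oxygen, then lysed with saponin/Triton-X containing SYBR Green and read by fluorescence.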
* = called active by the depositor; i = inactive; ? = inconclusive; [ ] = dose if it differs, or a comment. Potency is read from the fitted curve at half-maximal effect. This is a subset (hit frequency here may not be typical).

molecule,Pf Dd2 inh
COCCN1CC(CO)C2(CCN(Cc3cc(F)ccc3F)CC2)C1 (stereo not drawn),?
CCCn1cc(S(=O)(=O)c2ccccc2)c(=O)c2cc(F)c(N3CCCC3)cc21,-12.0%
O=C(C1CCOCC1)N1CCC(c2noc(-c3ccccn3)n2)C1 (stereo not drawn),i[5.79 µM]
Cc1ccc(NC(=O)Cn2cc(C(=O)C3CC3)c3ccccc32)c(C)c1,-12.3%
Cc1cccc(C(=O)Nc2nnc(S(=O)(=O)N(C)Cc3ccco3)s2)c1,-1.7%
O=C(c1ccc2c(c1)N(Cc1cccc(Cl)c1)C(=O)c1ccccc1S2(=O)=O)N1CCCC1,-10.5%
COc1ccc(CC(=O)N2[C@@H]3CC[C@H]2CC(NC(=O)c2ccc(F)cc2)C3)cc1OC (stereo partly drawn),i
C=CCNC(=O)N1CC[C@H]2CC(=O)N(C3CC3)CC[C@H]2C1,-4.5%[44.1 µM]
COc1ccccc1C(=O)N1CCC2(CC1)OC(=O)N(Cc1ccccc1C#N)C2(C)c1ccccc1 (stereo not drawn),?
Cc1cnc(CCNC(=O)c2n[nH]c(=O)c3ccccc23)n1C1CC1,i
O=C(CN1C(=O)NC2(CCS(=O)(=O)CC2)C1=O)NCc1ccccc1Cl,187.9%[activator]
CCOC(=O)CN1C(=O)N(c2ccc(C)c(C)c2)S(=O)(=O)c2ccccc21,10.8%

Reprinted from the part before: 2 compounds, followed by the next part.
molecule,Pf Dd2 inh
O=C(CN1C(=O)NC2(CCS(=O)(=O)CC2)C1=O)NCc1ccccc1Cl,187.9%[activator]
CCOC(=O)CN1C(=O)N(c2ccc(C)c(C)c2)S(=O)(=O)c2ccccc21,10.8%
COCCC1(NS(C)(=O)=O)CCN(C(=O)C2(c3ccc(OC)cc3)CC2)CC1,?
O=c1n(-c2ccc([N+](=O)[O-])cc2)nc2n1CCN([S+](=O)([O-])c1cccc(C(F)(F)F)c1)C2,-1.1%
CCCSc1nc2sc3c(c2c(=O)n1-c1ccccc1)CCC(C)C3 (stereo not drawn),?
CCn1nc(C)c(-c2nc(C3CCOC3)no2)c1C (stereo not drawn),-9.5%
CN1CCN(C)c2cnc(-c3ccc(C(=O)N(C)C)cc3)cc2C1,-4.8%[44.1 µM]
COCCN[C@@H]1C[C@@H]2c3[nH]c4ccccc4c3C[C@@H](C(=O)OC)N2[C@H](c2ccc(Cl)c(F)c2)C1,?
CC(C)c1nc2c(c(-c3ccc(O)cc3)n1)CN(CC1CCCCC1)CC2,3.55µM*
COCCN1CCCCCC(O)c2cc(C(=O)NC3CCCCC3)ccc21 (stereo not drawn),?
CN(C)C(=O)CO[C@@H]1COCC[C@H]1NC(=O)c1cccc(-n2cccn2)c1,-2.8%
COc1ccc(-c2cc(N3CCN(C(=O)c4ccc(OC)c(F)c4)CC3)n[nH]2)cc1,i
Cc1ccc2oc3c(c(=O)c2c1)C(c1ccc(F)cc1)N(c1nc(C)c(C)s1)C3=O (stereo not drawn),3.5%
N#Cc1cccc(NC(=O)O[C@@H]2CO[C@H]3[C@@H]2OC[C@@H]3Nc2nccc(-c3ccccc3)n2)c1,-12.5%

(continued)
molecule,Pf Dd2 inh
COc1cccc(C(=O)N2CCC(c3nn(C)c4c3COCC4)CC2)c1,19.6%[5.79 µM]
O=C(CSc1oc(-c2ccccc2)nc1S(=O)(=O)c1ccc(Cl)cc1)c1ccccc1,?
Cc1ccc(C(=O)N2CCC(c3nn(-c4ccccc4)c(=O)[nH]3)CC2)cc1,i
Cc1ccc(-c2cn(-c3cccc(Cl)c3)c(S(=O)(=O)CC(=O)Nc3ccccc3F)n2)cc1,-9.1%
COc1cccc(CC(=O)N2CCC([C@H]3[C@@H](OC)C(=O)N3C(C)C)CC2)c1,-10.5%
C[S+](=O)([O-])N1CCC2(CC(=O)Nc3ccccc3N2)C1 (stereo not drawn),13.4%
COc1cccc(-c2nnc(SCC(=O)N3CCc4ccccc43)o2)c1,7.1%
Cc1cc(CN2CCC3(C2)NC(=O)c2ccccc2O3)no1 (stereo not drawn),-18.0%[44.1 µM]
CC(C)CNC(=O)N1CCC(Nc2cccnc2)C1 (stereo not drawn),94.6%[activator][5.79 µM]
CC(=O)N(C1CCOCC1)C1CCN(S(=O)(=O)c2ccccc2)CC1,-13.0%
O=C(Cn1ccn2nc(-c3ccc(F)cc3)c(CO)c2c1=O)N1CCC(Cc2ccccc2)CC1,i
O=C(CCc1nnn2c1CN(C(=O)c1ccccc1F)CC2)N1CCOCC1,7.1%

Among those listed so far, 2 contain a cyano group.
molecule,Pf Dd2 inh
COc1ccccc1C(=O)N1CCC2(CC1)OC(=O)N(Cc1ccccc1C#N)C2(C)c1ccccc1 (stereo not drawn),?
N#Cc1cccc(NC(=O)O[C@@H]2CO[C@H]3[C@@H]2OC[C@@H]3Nc2nccc(-c3ccccc3)n2)c1,-12.5%

The listing continues:
molecule,Pf Dd2 inh
Cc1nc2cccnc2n1-c1cccc(C(=O)NCc2cccc(Cl)c2)c1,5.5%
NC(=O)CNC(=O)C1=C[C@@H](NS(=O)(=O)c2cccc(C(F)(F)F)c2)[C@@H](O)[C@H](O)C1,-9.2%
CC(C)CNC(=O)N1CC(Oc2ccccc2-c2nc(-c3ccccc3)no2)C1,-26.0%
CN1CCN(c2nc3c(S(=O)(=O)c4ccc(Cl)cc4)nnn3c3ccsc23)CC1,10µM*
CC(c1cccs1)N(C)CC1CCCCC1 (stereo not drawn),10.9%[44.1 µM]
O=C(Nc1ccc(C2(C(=O)N3CCN(c4ccccn4)CC3)CCCCC2)cc1)C1CC1,?
CC(C)Cn1c(=O)c2sccc2n2c(CCCC(=O)NCC(C)c3ccccc3)nnc12 (stereo not drawn),?
COc1ccc(C(=O)NC2CCN(c3cc(-c4ccc(F)cc4)[nH]n3)CC2)c(OC)c1,?
O=C(O)CN1CCC[C@]2(C(=O)O)CN(Cc3cccc(O)c3)CC[C@@H]12,-4.9%
COc1cccc(CCn2ccnc2-c2cc3n(n2)CCCNC3)c1OC,i
COc1ccc(NC(=O)c2cc3c([nH]c2=O)CC(c2ccccc2)CC3=O)cc1 (stereo not drawn),3.7%
O=C(COc1ccccc1)N1CCCC(c2nc(C3CCOCC3)no2)C1 (stereo not drawn),-7.7%

(listing goes on)
molecule | Pf Dd2 inh
Cc1ccc(Cn2cc(C(=O)c3ccc(F)cc3)c(=O)c3cc4c(cc32)OCCO4)cc1 | ?
O=C(c1ccc(N2CCCC(O)C2)nc1)N1CCC(CCc2ccccc2)CC1 (stereo not drawn) | -11.4%
CC(C)NC(=O)N[C@H]1C[C@H]2C(=O)NC[C@@H](CCC(=O)NC3CC3)N2C1 | 40.0%[activator][44.1 µM]
Cc1nc2scc(CC(=O)N3CCCC3)n2c(=O)c1-c1cc(C)n(-c2ccccc2F)n1 | 2.4%
COc1ccc(OC)c(C2CC(=O)Nc3c2c(=O)[nH]c2nc4ccccc4n32)c1 (stereo not drawn) | i
COc1ccc(CN[C@H]2C[C@H]3C(=O)NC[C@@H](CCC(=O)NCc4ccc(F)cc4)N3C2)cc1 | 6.1%
COc1cc(Cl)ccc1C(=O)N1CCN(c2cc(C(F)(F)F)nc(C)n2)CC1 | 189.4%[activator]
CCN1CCC2(CCC1=O)CN(Cc1nc(C(=O)NC)no1)CCN2C (stereo not drawn) | -5.3%
Cc1ccc(S(=O)(=O)Cc2noc([C@@H]3C[C@@H](O)CN3Cc3ccc(C(F)(F)F)cc3)n2)cc1 | i
O=c1c2c3c(sc2n(Cc2cc(=O)n4ccccc4n2)c(=O)n1-c1ccccc1)CCC3 | i
CCCNC(=O)NCC(=O)N1CCCCCNC(=O)CC1c1ccccc1 (stereo not drawn) | -1.3%
COc1cncc(Nc2ncc(-c3cccc(N(C)C)c3)c3c2OCC3)c1 | 7.08µM*

(more compounds)
molecule | Pf Dd2 inh
COc1ccc(C2=NOC(C(=O)NC(C)(C)C)C2)cc1 (stereo not drawn) | -10.8%
OCC1CN(Cc2ccccc2)CC12CCN(Cc1ccncc1)CC2 (stereo not drawn) | ?
COc1ccc(CCNC(=O)c2cnn(-c3ccc(F)cc3)c2C2CCN(C(=O)OC(C)(C)C)CC2)c(OC)c1 | ?
COc1ccc(-c2noc([C@@H]3CCCN3C(=O)Cc3ccccc3C)n2)cc1OC | -0.9%
Cc1cc(C)c2c(=O)cc(CSc3nnc(-c4ccccc4)n3C)[nH]c2c1 | 66.1%[activator]
CC(C)CC(=O)N1CCCC(Cc2nncn2C(C)C)C1 (stereo not drawn) | i
CCc1ccccc1S(=O)(=O)N1CCC2(CC1)C(=O)N(CC)c1ccccc12 | ?
Cc1ccc(-n2nc(C(=O)N3CCN(c4ccc(F)cc4)CC3)c(=O)n(C)c2=O)cc1 | -7.1%
C[C@@H]1CN(C(=O)CCCc2ccccc2)C[C@@]1(O)C1CC1 | -4.7%
Cc1nc2nncn2c(NCc2ccc(Cl)cc2)c1C | 21.7%
O=C(NCc1ccccc1)c1ccc2c(c1)sc1nc(-c3ccc(F)cc3)cn12 | 26.3%
O=[S+]([O-])(NC1CCN(c2nc3ncccc3o2)CC1)c1cccc(C(F)(F)F)c1 | -12.3%

New compounds follow
molecule | Pf Dd2 inh
O=C(N[C@@H]1CCOC[C@H]1OCCO)c1ccc2c(c1)ncn2CCO | -1.0%
COc1ccc(-c2c(C)nn3c(N4CCN(c5cc(Cl)ccc5C)CC4)cc(C)nc23)cc1OC | i
Cn1ncc(N2CCCC(CC(=O)Nc3ccc(F)cc3F)C2)cc1=O (stereo not drawn) | -6.3%
CC(C)Oc1ccccc1C1C=C(C(=O)O)Nc2ncnn21 (stereo not drawn) | -5.8%
COc1cccc(NC(=O)C2CCN(c3nnc(-n4c(C)ccc4C)s3)CC2)c1 | -12.0%
Cc1nn(-c2ccccc2)c2sc(C(=O)Nc3ccccc3Br)cc12 | -0.8%
O=C(CCn1ccn2nc3c(c2c1=O)CCCC3)Nc1ccc(F)c(Cl)c1 | ?
O=[S+]1([O-])NCC2(CCN(Cc3ccccc3)C2)Oc2ncccc21 (stereo not drawn) | ?
CCOC(=O)c1c(NC(=O)/C(C#N)=C/c2ccc(OC)cc2)sc2c1CCC2 | i
Cc1cccc(C(=O)N2CCC(Cc3ncc(C)n3C(C)C)C2)c1 (stereo not drawn) | ?
CCCN(CCC)c1ccc(C2N=C(N)Nc3nc4ccccc4n32)cc1 (stereo not drawn) | ?
Cc1ccc(C(=O)Nc2ccc(-c3nc4ccccc4s3)c(O)c2)c(C)c1 | 1.7%

Some of the entries above in a different format.
O=C(N[C@@H]1CCOC[C@H]1OCCO)c1ccc2c(c1)ncn2CCO
  Pf Dd2 inh = -1.0%

COc1ccc(-c2c(C)nn3c(N4CCN(c5cc(Cl)ccc5C)CC4)cc(C)nc23)cc1OC
  Pf Dd2 inh = i

Cn1ncc(N2CCCC(CC(=O)Nc3ccc(F)cc3F)C2)cc1=O (stereo not drawn)
  Pf Dd2 inh = -6.3%

Continued:
molecule | Pf Dd2 inh
CN(C)[C@@H]1CO[C@H](CNC(=O)CC(C)(C)C)[C@H]1O | 10.5%[44.1 µM]
COc1ccccc1CCNC(=O)Cc1c(C)c2c(cc(C)c3c(C)c(C)oc32)oc1=O | 8.2%
CCc1nn(CC(=O)Nc2cccc(C)c2C)c(=O)c2cc3sccc3n12 | 0.1%
CC(C)NC(=O)C1CCc2nnc(-c3ccc(Cl)cc3Cl)n21 (stereo not drawn) | 9.6%
COc1ccc(CNC[C@H]2O[C@H](Cc3cc(-c4ccc(OC)cc4)on3)CC[C@@H]2O)cc1 | ?
COC(=O)c1c(NC(=O)c2nc(SCc3cccc(C)c3)ncc2Cl)sc2c1CCCC2 | -27.5%
COc1ccc(-c2nc(C(C)C)nc3c2CN(C(=O)c2ccccc2F)CC3)cc1 | -24.9%
CCN(CCNC(=O)CC1=C2CCCCC2N(C)C1=O)Cc1ccccc1 (stereo not drawn) | ?
Cc1cccc(-n2ccnc2SCC(=O)Nc2cccc3ccccc23)c1C | i
COc1ccc(C[C@H](NC(=O)C2=C[C@@H](NC(=O)Nc3ccc(C)cc3)[C@@H](O)[C@H](O)C2)C(N)=O)cc1 | -9.8%
COCC(=O)N(C1CCOCC1)C1CCN(C(=O)c2ccccc2OC(F)(F)F)CC1 | -28.4%
Cn1ccc2c(C(=O)NCC3CCOCC3)nc(-c3cccc(N4CCOCC4)c3)cc21 | ?

Next section.
molecule | Pf Dd2 inh
COc1cccc(NC(=O)N2CCN(C(=O)c3nsc4ccccc34)CC2)c1 | 20.4%
O=C(c1ccc2c(c1)CCCO2)N1CCCn2nc(C(O)C3CCC3)cc2C1 (stereo not drawn) | 10.8%
COc1ccc(S(=O)(=O)c2c(Nc3ccc(C)cc3)sc(C(=O)c3ccc(C)cc3)c2N)cc1 | 10µM*
CCN(CC)CC(C)NCc1ccccc1 (stereo not drawn) | i
O=C(Nc1ccccc1)O[C@@H]1CO[C@H]2[C@@H]1OC[C@@H]2NC(=O)C1CC1 | 4.2%[44.1 µM]
COc1ccc2c(c1)OCC(CNC(=O)c1cc(-c3ccncc3)n[nH]1)C2 (stereo not drawn) | 12.6µM*
CC(=O)N1CCC(N2CC3CC(C2)[C@H]2CCCC(=O)N2C3)CC1 (stereo partly drawn) | -22.7%
O=C(Nc1ccc([C@@H](O)[C@H]2COCC(=O)N2Cc2ccc(F)cc2)cc1)C1CCC1 | i
O=C(CCC1CCN(C(=O)c2ccccc2F)CC1)Nc1cccc(Cl)c1 | ?
COCCN1CC(CO)C2(CCN(C(=O)Cc3cccnc3)CC2)C1 (stereo not drawn) | 26.0%
COc1ccc(CNC(=O)CCc2nc3cccnc3n2Cc2ccc(OC)cc2)cc1 | -3.7%
COc1cccc(C(=O)N2CCC3(CC2)N(C2CCCC2)C(=O)CS3=O)c1 (stereo not drawn) | 14.1%
CNC(=O)[C@@H](c1ccccc1F)N1CCC[C@H]1C(=O)N1CCCCC1 | 6.6%[44.1 µM]
Cn1cccc1CN1CC(F)(F)C[C@H]1c1nnc(C2CC2)o1 | ?
CN(C)c1ccc(C(=O)NC2CCN(c3cc(-c4ccc(Cl)cc4)[nH]n3)C2)cc1 (stereo not drawn) | ?
